# ARFGAP1 inh – inhibitors of rat ARFGAP1; AID 651572; 0.26% of 360,000 active; inhibition, % at 16.5 µM; Arfgap1-stimulated ARF1 GTP hydrolysis, GDP FP detection; Q62848;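 active = inhibition above a per-plate limit, mean inhibition of low control wells plus 3 SD, cut at about 25% in these data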;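 note: 0% = DMSO wells with enzyme and 100% = wells lacking Arfgap1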
#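 system = rat Arfgap1 catalytic domain, aa 1-136 | technique = FP, GDP Alexa 633 tracer displaced from anti-GDP antibody, 620/688 nm | compound = one concentration, 16.5 µM, DMSO 1.26% | medium = HEPES-based buffer, pH 7.5 | timing = compound-enzyme preincubation 20 min, reaction 120 min, detection 60 min, 25 °C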
# Tn7 DDE FP – disrupts Tn7 cyclic peptide binding to fibrin D-Dimer-E complex | P02675 | AID 720508 | 0.13% of 370,000 active | FP displacement of FITC-Tn7 peptide from fibrin DD(E); 0% = median of compound wells per plate | inhibition, % at 8.3 µM;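 active = inhibition above the mean of compounds falling within the control limits plus 3 SD of them, cut at about 14% in these data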;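 note: 0% = plate median of compound wells and 100% = 10 µM Aha-Tn7 peptide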
# Target sequence (P02675 whole entry, looked up): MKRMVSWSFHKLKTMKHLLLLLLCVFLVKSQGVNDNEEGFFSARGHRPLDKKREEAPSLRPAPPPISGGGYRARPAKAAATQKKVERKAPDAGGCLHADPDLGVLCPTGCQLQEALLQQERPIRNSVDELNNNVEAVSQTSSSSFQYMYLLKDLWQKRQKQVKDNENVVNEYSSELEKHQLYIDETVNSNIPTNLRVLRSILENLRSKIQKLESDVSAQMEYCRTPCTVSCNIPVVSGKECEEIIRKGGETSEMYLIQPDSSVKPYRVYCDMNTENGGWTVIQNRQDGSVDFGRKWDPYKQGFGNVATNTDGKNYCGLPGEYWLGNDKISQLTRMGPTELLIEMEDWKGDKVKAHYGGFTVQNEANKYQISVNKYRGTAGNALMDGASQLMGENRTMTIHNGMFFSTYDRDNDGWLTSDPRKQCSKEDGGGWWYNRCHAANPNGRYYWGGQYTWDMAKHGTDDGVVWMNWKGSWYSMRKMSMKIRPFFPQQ
#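 assay system = human clot-derived fibrin DD(E) complex | quantity = Fibrin-DD(E) at 2 µM final | timing = 10 min preincubation, 3 h with tracer, room temperature | signal = fluorescence polarization | measure = percent inhibition | benchmarks = high control wells with 10 µM unlabelled Aha-Tn7 peptide (full inhibition) | replicates = singlicate testing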
# ADAM10 inh – inhibitors of human ADAM10. inhibition, % at 7 µM. recombinant ADAM10, EDANS/DABCYL FRET peptide cleavage, 3 h. O14672. 0.62% of 370,000 active. AID 720582;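 active = inhibition above a per-campaign cutoff equal to the mean of compounds falling between control-based bounds plus 3 SD, cut at about 20% in these data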;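 note: 0% = DMSO wells while the 100% control is not disclosed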
# TDP2 absorb – TDP2 (human) inhibition, absorbance primary screen; 0.34% of 370,000 active; O95551; inhibition, % at 12.8 µM; recombinant TDP2, T5PNP hydrolysis, p-nitrophenol absorbance 415 nm;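 active = inhibition above the mean of all tested compounds plus 3 SD, set per campaign, cut at about 25% in these data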;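 note: 0% = DMSO with enzyme and 100% = buffer with substrate but no TDP2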
#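 Assay system: Recombinant human TDP2 | Quantity: 120 nM TDP2 per well | Incubation: 2 h at 37 °C | Signal: Epi absorbance | Evaluation: Percent inhibition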
# ADAM17 inh – ADAM17 inhibition, QFRET primary screen. P78536. recombinant ADAM17, EDANS/DABCYL FRET peptide cleavage. inhibition, % at 6.95 µM. 0.83% of 370,000 active. AID 720648;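 active = inhibition above the mean of compounds lying between control limits plus 3 SD, set per campaign, cut at about 8.5% in these data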;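 note: 0% = DMSO-only wells as the low control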
# SIAE inh – inhibitors of human sialic acid acetylesterase SIAE. Q9HAT2. SIAE FP-Rh probe binding, fluorescence polarization. inhibition, % at 9.66 µM. 0.69% of 370,000 active;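 active = inhibition above a cutoff: mean of compounds within the control limits plus 3 SD of those, cut at about 17% in these data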;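 note: 0% = plate median of compound wells and 100% = probe without SIAE protein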
# Target sequence (Q9HAT2 whole entry, looked up): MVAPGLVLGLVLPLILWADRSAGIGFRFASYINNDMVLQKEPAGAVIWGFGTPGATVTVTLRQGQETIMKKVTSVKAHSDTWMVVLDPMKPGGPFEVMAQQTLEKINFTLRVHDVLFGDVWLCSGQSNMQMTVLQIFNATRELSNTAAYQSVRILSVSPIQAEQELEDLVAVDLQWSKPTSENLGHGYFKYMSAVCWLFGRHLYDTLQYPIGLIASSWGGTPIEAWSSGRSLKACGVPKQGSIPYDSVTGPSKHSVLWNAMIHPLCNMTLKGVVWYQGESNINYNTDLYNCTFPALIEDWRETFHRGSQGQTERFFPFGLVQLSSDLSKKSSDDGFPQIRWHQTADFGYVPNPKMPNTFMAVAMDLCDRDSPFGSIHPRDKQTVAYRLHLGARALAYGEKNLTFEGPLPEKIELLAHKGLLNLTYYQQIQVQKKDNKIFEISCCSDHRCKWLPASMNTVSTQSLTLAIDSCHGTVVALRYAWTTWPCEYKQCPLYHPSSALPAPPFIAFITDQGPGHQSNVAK
# Tn6 DDE FP – disrupts Tn6 cyclic peptide binding to fibrin D-Dimer-E complex; P02675; AID 720509; inhibition, % at 8.3 µM; 0.21% of 370,000 active; Fibrin DD(E) TRITC-Tn6 fluorescence polarization displacement;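 active = inhibition above a per-campaign cutoff: mean of compounds within control limits plus 3 SD, cut at about 15% in these data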;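 note: 0% = median of all compound wells on the plate and 100% = blocking peptide control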
# ASAP1 inh – inhibitors of human ASAP1 ArfGAP activity; ASAP1-stimulated ARF1 GTP hydrolysis, GDP FP detection; AID 624377; inhibition, % at 16.5 µM; 0.19% of 360,000 active; in the data active = inhibition above about 25%;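 note: 0% = vehicle with enzyme and substrate and 100% = no enzyme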
# PLC-gamma1 inh – PLC-gamma1 (human) inhibition, primary screen; P19174; purified PLC-gamma1, fluorogenic substrate, fluorescence; inhibition, % at 12.2 µM; 0.84% of 370,000 active; AID 720700; in the data active = inhibition above about 9.5%
# PLCb3 inh – PLC-beta3 (human) inhibition, primary screen; Q01970; Purified PLC-beta3, fluorogenic substrate, fluorescence; inhibition, % at 12.2 µM; 0.18% of 370,000 active; in the data active = inhibition above about 11%;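 note: 0% = median of compound wells on plate and 100% = full blocker control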
# * = called active by the depositor; & = joins results of further samples.
# Start of the listing, in advance, three compounds:
# Each structure is followed by: ARFGAP1 inh, ADAM17 inh, ADAM10 inh, Tn6 DDE FP, SIAE inh, Tn7 DDE FP, TDP2 absorb, PLC-gamma1 inh, PLCb3 inh, ASAP1 inh
> CN1CCc2c(sc3c2c(=O)n(-c2ccccc2)c2nnc(SCc4ccc(F)cc4)n32)C1
 : 6, -5, -1, -6, 1, 6, 9, 1, -8, -1
> COc1ccc(OCC(=O)Nc2cc(OC)ccc2N2CCCCC2)cc1
 : -10, -1, 4, -7, 1, -3, 9, 0, -7, -10
> CCOCCCNC(=O)CN1C(=O)CSc2cc(S(=O)(=O)N3CCCCCC3)ccc21
 : -13, 0, 4, 9, 31*, 0, 8, -1, 3, 5

# Results, previewed entries included:
# Each structure is followed by: ARFGAP1 inh, ADAM17 inh, ADAM10 inh, Tn6 DDE FP, SIAE inh, Tn7 DDE FP, TDP2 absorb, PLC-gamma1 inh, PLCb3 inh, ASAP1 inh
> CN1CCc2c(sc3c2c(=O)n(-c2ccccc2)c2nnc(SCc4ccc(F)cc4)n32)C1
 : 6, -5, -1, -6, 1, 6, 9, 1, -8, -1
> COc1ccc(OCC(=O)Nc2cc(OC)ccc2N2CCCCC2)cc1
 : -10, -1, 4, -7, 1, -3, 9, 0, -7, -10
> CCOCCCNC(=O)CN1C(=O)CSc2cc(S(=O)(=O)N3CCCCCC3)ccc21
 : -13, 0, 4, 9, 31*, 0, 8, -1, 3, 5
> CNC(=S)NNc1ccccc1[N+](=O)[O-]
 : 0, -4, -4, 1, 7, 3, -3, 1, -4, 0
> O=C1c2ccccc2S(=O)(=O)c2cc(C(=O)N(c3ccccn3)c3ccccn3)ccc21
 : 0, 0, 9, -8, -3, 0, -1, 1, 5, 8
> O=C(OC(C(=O)NCc1ccccc1)c1ccccc1F)c1ccco1 (stereo not drawn)
 : 4, 1, 2, 0, -1, 6, 19, 1, -3, -6
> O=C(Nc1ccon1)c1csc2ccccc12
 : 0, -3, -4, 2, -1, 2, -2, 3, 0, 0
> COc1ccc(C(=O)NCc2nnc(SCC(=O)Nc3nc4ccc(C)cc4s3)o2)cc1OC
 : 4, 0, -5, -6, -4, 0, -5, -2, -2, -8
> CSCC[C@H](NC(=O)OC(C)(C)C)C(=O)N1CCC(C(=O)N[C@H](C(=O)O)C(C)C)CC1
 : 1, 0, 11, 4, -1, -1, -12, 3, 8, -9
> COC(=O)C1=C(C)NC(C)=C(C(=O)OCC(C)C)C1c1ccccc1[N+](=O)[O-] (stereo not drawn)
 : -7, -9, -21, -3, 6, 0, 4, -18, -26, 16
> C[n+]1c2n(c3ccccc31)N=C(c1ccccc1)CS2
 : -1&10, 2&-1, -11&8, -3&2, 4&0, 2&12, -10&2, 2&-1, 3&0, 7&10
> COC(=O)c1ccc(CSc2nnc(CNC(=O)c3ccc(OC)cc3)o2)o1
 : -3, -4, -3, 5, 4, -1, -6, 3, 3, 5
> CN1OC(CC(=O)O)N(c2ccc(Cl)cc2)C1=O (stereo not drawn)
 : 0, -2, 0, -8, -1, -1, -9, 2, 4, -2
> CCOc1cc(-c2noc(CCCC(=O)NC3CCCCC3)n2)ccc1OC
 : 3, -4, -2, 7, 3, 0, 0, 3, -9, -3
> CCOc1ccc(NS(=O)(=O)c2ccc(C(=O)NCC(c3ccccc3OC)N3CCCC3)cc2)cc1 (stereo not drawn)
 : 8, -3, -11, -3, 6, 1, 2, 2, -6, 10
> COc1ccc(NC(=O)C[C@H]2C(=O)N(c3ccc(Br)cc3)C[C@@H]2c2ccc(OC)cc2)cc1
 : 0, 5, 18, 9, -2, 14*, -3, -8, -14, 0
> COc1ccc(S(=O)(=O)N2CCCCC2)cc1NC(=O)c1ccccc1
 : 2, -1, -3, 2, -5, -3, 9, 0, -3, 4
> CN(Cc1ccccc1)C(=O)[C@@H]1CCCN1C(=O)[C@@H]1CCCN1C(=O)OC(C)(C)C
 : 8, -3, -5, 3, 10, -7, 4, -2, 1, -5
> O=C(/C=C/c1ccccc1)NC1CCS(=O)(=O)C1 (stereo not drawn)
 : 1, -3, 4, -7, -4, 10, 8, -1, 0, 2
> CC(=O)N(NC(N)=O)C(C)CC(=O)C1C(C)C=CCC1(C)C (stereo not drawn)
 : -5, -2, 1, 1, 1, 1, -1, 1, 3, -1

# (continued)
# Each structure is followed by: ARFGAP1 inh, ADAM17 inh, ADAM10 inh, Tn6 DDE FP, SIAE inh, Tn7 DDE FP, TDP2 absorb, PLC-gamma1 inh, PLCb3 inh, ASAP1 inh
> CC(O)c1nc2ccccc2n1CCCCOc1ccccc1 (stereo not drawn)
 : 3, 1, -1, 5, 4, 2, 8, 2, 2, 2
> Cc1ccc(S(=O)(=O)N[C@@H](Cc2ccccc2)C(=O)N2CCC(C(=O)N[C@H](C(=O)O)C(C)O)CC2)cc1 (stereo partly drawn)
 : 12, 1, -2, 0, -2, 3, 1, 3, -8, 13
> OC(C#CCN1CCCC1)c1ccccc1 (stereo not drawn)
 : 1, -3, 1, -8, 7, -2, 13, 1, 0, 8
> CC(C)CC(NC(=O)/C(=C/c1ccco1)NC(=O)c1ccc(Br)o1)C(=O)O (stereo not drawn)
 : -3, -4, -3, 4, 6, -8, -5, -23, -33, -4
> COC(c1ccccc1)c1nnc(CCC(=O)NCc2ccc3ncccc3c2)o1 (stereo not drawn)
 : 8, 0, 2, -12, 0, 1, 4, 2, 2, 1
> CCCCc1ccc(NC(=S)Nc2cccnc2)cc1
 : 3, 0, 2, 1, 2, -4, -10, 3, 1, -6
> Cn1cc(/C=N/NC(=O)c2ccc(C#N)cc2F)c2ccccc21
 : -9, 3, 6, 4, 1, 1, 5, -8, -4, -20
> CCCC(=O)Nc1cc2c(cc1C(=O)c1ccccc1)OCCO2
 : -3, 1, 9, 7, 2, -2, -4, 5, 1, 1
> Cc1[nH][nH]c(=O)c1C(c1ccc(O)c([N+](=O)[O-])c1)c1c(C)[nH][nH]c1=O
 : -13, -5, -15, -3, 4, 1, 13, -1, 1, 6
> CN1CCC(N(C)S(=O)(=O)c2ccc(NC(=O)COc3ccc([N+](=O)[O-])cc3)cc2)CC1
 : 7, 0, -4, -11, -1, -5, -3, -2, 0, 12
> COc1ccccc1N(CCC#N)C(=S)Nc1ccc(S(=O)(=O)N2CCOCC2)cc1
 : 2, -2, 2, 3, 2, -4, -1, -2, -1, -1
> O=C(COC(=O)c1ccc(N2CCCC2=O)cc1)NCc1ccco1
 : 7, 0, 0, -10, 4, -2, 12, 1, 4, 7
> COc1ccccc1OCCOc1ccc(/C=C2\C(=N)N3N=C(S(C)(=O)=O)SC3=NC2=O)cc1
 : -10, -36, -80, -4, -22, 2, -2, -15, -19, 3
> Nc1ncnc2c1ncn2[C@@H]1O[C@H](C(=O)N2CCCN(Cc3cccs3)CC2)[C@@H](O)[C@H]1O
 : -13, 2, -2, -10, 15, 1, 4, 0, 2, 8
> Cc1nnc(SCC2=C(C(=O)O)N3C(=O)[C@@H](NC(=O)Cn4cnnn4)[C@H]3SC2)s1
 : 13, 1, 6, 8, 0, -8, -11, 1, 2, 11
> NC(=O)c1cc(N2C(=O)C3CC=CCC3C2=O)ccc1N1CCCCC1 (stereo not drawn)
 : 8, -1, 1, 0, 10, -1, -9, -1, -5, 10
> O=C(Nc1ccccc1)Nc1ccc(C(F)(F)F)cn1
 : -1, -3, 3, 2, -8, -3, -5, -1, -2, 0
> Cc1ccc(S(=O)(=O)N2CCOCC2)cc1NC(=O)COC(=O)c1cc(=O)[nH]c2ccccc12
 : 10, -22, -59, 3, -7, -2, -10, -78, -123, -1
> Cc1ccc(N(CCC#N)C(=O)CSc2nnc3ccccn23)cc1
 : 13, -1, -7, 0, -4, -2, -4, 0, -2, 4
> CN(C)S(=O)(=O)c1ccc(N2CCCC2)c(C(=O)Nc2ccc(F)cc2F)c1
 : -7, -2, -4, 3, -6, -1, 1, -6, -6, 7

# A section from further up, for reference:
# Each structure is followed by: ARFGAP1 inh, ADAM17 inh, ADAM10 inh, Tn6 DDE FP, SIAE inh, Tn7 DDE FP, TDP2 absorb, PLC-gamma1 inh, PLCb3 inh, ASAP1 inh
> CN1CCc2c(sc3c2c(=O)n(-c2ccccc2)c2nnc(SCc4ccc(F)cc4)n32)C1
 : 6, -5, -1, -6, 1, 6, 9, 1, -8, -1
> COc1ccc(OCC(=O)Nc2cc(OC)ccc2N2CCCCC2)cc1
 : -10, -1, 4, -7, 1, -3, 9, 0, -7, -10
> CCOCCCNC(=O)CN1C(=O)CSc2cc(S(=O)(=O)N3CCCCCC3)ccc21
 : -13, 0, 4, 9, 31*, 0, 8, -1, 3, 5

# Continued:
# Each structure is followed by: ARFGAP1 inh, ADAM17 inh, ADAM10 inh, Tn6 DDE FP, SIAE inh, Tn7 DDE FP, TDP2 absorb, PLC-gamma1 inh, PLCb3 inh, ASAP1 inh
> N#CCSc1ccccc1NC(=O)CN1C(=O)C2CC=CCC2C1=O (stereo not drawn)
 : 11, -3, -2, 5, 5, 0, 7, -13, -36, 4
> Fc1cccc(CNC2CCN(CCc3ccccc3)CC2)c1
 : -2, -2, 3, -5, -2, 4, 13, 2, -4, 11
> CCOc1cc(C(=O)Nc2cc(C)on2)cc(OCC)c1OCC
 : 9, -3, -3, -5, 3, 1, -1, -10, 2, -4
> COc1ccc(CC(=O)N/N=C/c2sccc2C)cc1
 : 0, 5, 3, 12, 1, 3, -16, 2, -9, -13
> COc1cccc(NC(=O)CCCn2c(=O)[nH]c3ccccc3c2=O)c1
 : 5, -3, -9, -1, 11, 6, 12, 0, 1, 0
> CC(=O)OC1CC[C@@]2(C)C(CCC3C2CC(=O)[C@@]2(C)C3CC3CC(C)=CC(=O)C32)C1 (stereo partly drawn)
 : -10, -1, -3, 4, 9, 4, 12, 2, -3, -19
> O=C(CCNS(=O)(=O)c1cccc2nonc12)N1CCN(c2cccc(Cl)c2)CC1
 : -7, -4, 4, 4, -4, 6, 7, 3, -1, -5
> CN(C)CCNC(=O)c1onc(CSc2ccc(F)cc2)c1C(=O)NCCN(C)C
 : 7, 2, 3, 4, 1, -1, -4, 6, 3, -6
> CC1CCCCC1NC(=O)COC(=O)c1ccc(S(=O)(=O)N2CCOCC2)cc1 (stereo not drawn)
 : 3, -2, 2, -4, -3, 2, -8, -4, 3, 5
> O=C(N/N=C/c1cccnc1)c1ccc(NC(=O)C(c2ccccc2)c2ccccc2)cc1
 : -3, 3, 8, 0, -7, 0, -4, 3, 2, -9

# Screening data: PubChem, The Scripps Research Institute Molecular Screening Center
